RXFP1 ag = activates the human relaxin receptor RXFP1. Q9HBX9. HEK293T-RXFP1 cAMP TR-FRET, 30 min; response scale: percent of porcine relaxin response, buffer zero. Potency, µM (series often up to 57.5 µM), without a hit: top-dose activation, usual class: activators. 370,000 tested, 0.3% active; also: potency is read from the fitted curve at half-maximal effect; % is scaled to controls: 0 for no effect and ±100 for the full control effect; nearly all actives have a fitted effect of over 60% in size; many of its hits are not listed in these tables
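HEK293 cells stably expressing RXFP1, treated 30 min at 37C with compounds plus PDE4 inhibitor Ro 20174; cAMP measured by HTRF TR-FRET. Normalized to buffer and 29 nM porcine relaxin; EC50 by Hill fit.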
D1 agonist = activates the human D1 dopamine receptor | activation, % at 2 µM | 360,000 tested, 1% active | P21728 | HEK293 T-REx D1 cells, calcium flux, agonist mode; in the data active = activation above about 30%; also: 0% is about no effect
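Tetracycline-induced HEK293 TREx D1 cells, force-coupled to calcium signalling, were dye-loaded with a no-wash calcium kit. Compound was pin-added after a 10 s baseline. Fluorescence was read kinetically at 1 cycle/s for 180 s, with calcium rises flagged as agonism.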
D1 PAM = enhances dopamine response at the human D1 receptor; P21728; HEK293 TREx D1 cells, calcium flux, dopamine EC20 potentiation; potentiation, % at 10 µM; 360,000 tested, 0.036% active; AID 504651; in the data active = potentiation above about 30%; also: 0% is about no effect
Vif-APOBEC3F blk = inhibitors of Vif-A3F interaction. HeLa A3F-eYFP + Vif (tagged APOBEC3F with the HIV-1 protein that degrades it), YFP fluorescence increase. Potency, µM (doses to about 46.1 µM), for inactives: at the highest dose activity, negative = active. 390,000 tested, 0.2% active. AID 602313; also: potency is read from the fitted curve at half-maximal effect; % of control where 0% means no effect; nearly all actives have a fitted effect of over 65% in size
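Fluorescence increase (Ex 488/Em 500-530) after overnight compound treatment at 37 deg C flags inhibition of Vif-driven A3F-eYFP loss in stable HeLa A3F-eYFP/Vif cells seeded overnight beforehand.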
D2 PAM = D2 dopamine receptor (human) potentiation; potentiation, % at 10 µM; P14416; HEK293 T-REx D2, calcium flux, EC20 dopamine potentiation; 340,000 tested, 0.34% active;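 active = potentiation over 3 SD above the plate norm, cut at about 30% in these data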; also: 0% is about no effect
Target sequence (P14416 whole entry, looked up): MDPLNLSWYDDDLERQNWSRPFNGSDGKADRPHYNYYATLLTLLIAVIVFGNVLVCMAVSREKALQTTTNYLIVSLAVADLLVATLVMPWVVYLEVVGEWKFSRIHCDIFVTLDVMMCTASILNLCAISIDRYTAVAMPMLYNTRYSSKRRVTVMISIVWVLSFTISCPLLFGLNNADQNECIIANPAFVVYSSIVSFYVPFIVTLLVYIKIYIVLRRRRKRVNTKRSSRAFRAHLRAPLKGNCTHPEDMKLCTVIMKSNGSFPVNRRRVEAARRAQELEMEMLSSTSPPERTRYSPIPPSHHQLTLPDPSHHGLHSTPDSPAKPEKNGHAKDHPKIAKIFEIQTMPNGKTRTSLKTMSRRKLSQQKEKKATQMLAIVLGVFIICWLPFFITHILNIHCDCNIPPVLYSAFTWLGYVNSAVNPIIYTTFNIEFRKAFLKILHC
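Potentiation of an EC20 dopamine calcium response is measured in a force-coupled, tetracycline-inducible Hek293 Trex D2 line. Compound-only kinetic reads over 180 s flag agonists before dopamine addition.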
Vif-APOBEC3G blk = Vif-A3G binding inhibition | Potency, µM (top dose mostly 46.1 µM), for inactives: at the top dose activity, negative = active, hits mostly inhibitors | HeLa A3G-eYFP + Vif (tagged APOBEC3G with the HIV-1 protein that degrades it), YFP fluorescence, overnight | AID 602310 | 410,000 tested, 0.076% active;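 also: potency is read from the fitted curve at half-maximal effect; % is scaled to controls: 0 for no effect and ±100 for the full control effect; nearly all actives have a fitted effect of over 60% in size; hits raise eYFP signal because A3G escapes Vif-driven loss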
Target sequence (Q9HC16 whole entry, looked up): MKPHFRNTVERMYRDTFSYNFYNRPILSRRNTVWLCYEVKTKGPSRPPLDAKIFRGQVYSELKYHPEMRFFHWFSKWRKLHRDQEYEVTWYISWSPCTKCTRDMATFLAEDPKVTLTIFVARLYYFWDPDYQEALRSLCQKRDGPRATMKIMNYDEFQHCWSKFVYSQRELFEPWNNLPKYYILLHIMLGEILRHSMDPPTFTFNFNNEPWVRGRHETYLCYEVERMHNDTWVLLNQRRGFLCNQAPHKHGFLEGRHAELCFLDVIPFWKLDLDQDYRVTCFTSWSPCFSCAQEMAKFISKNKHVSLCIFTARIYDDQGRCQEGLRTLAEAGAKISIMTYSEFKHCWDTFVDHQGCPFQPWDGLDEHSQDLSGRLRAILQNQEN
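Read-out is eYFP fluorescence (Ex 488/Em 500-530) from Vif-expressing HeLa A3G-eYFP cells; more signal means A3G escaped Vif-mediated degradation. Cells plated overnight, compound pinned in, incubated overnight at 37 deg C.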
Glioma ERSR ind = induces the endoplasmic reticulum stress response in human glioma cells; U87-MG GRP78 promoter luciferase reporter, 16 h; Potency, µM, for inactives: at the top dose activation, usual class: activators; 420,000 tested, 0.02% active; AID 602332; also: potency is read from the fitted curve at half-maximal effect; series mostly up to about 76 µM; % of control where 0% means no effect; nearly all actives have a fitted effect of over 35% in size
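Stably transfected U87-MG human glioma cells carrying a GRP78-based luminescent sensor were seeded at 1000 cells/well, pin-dosed with compounds and incubated 16 h. Luciferase reagent was then added, and end-point luminescence was read after 10 min at room temperature.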
RXFP1 antag = RXFP1 (human) relaxin receptor antagonism | Q9HBX9 | HEK293-RXFP1, relaxin-stimulated cAMP HTRF, 30 min; active compounds read low | activity change, negative = inhibition, % at 57.5 µM | 350,000 tested, 0.59% active | AID 1259400;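 active = activity change of -60% or lower, but not beyond a set lower limit; inconclusive = change between -60% and -40%, or beyond the set limit; inactive = change above -40%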; also: % is scaled to controls: 0 for no effect and ±100 for the full control effect
D1 antagonist = human D1 dopamine receptor antagonism. HEK293 TREx D1 cells, calcium flux, dopamine EC80; active compounds read low. activity change, negative = inhibition, % at 10 µM. 360,000 tested, 3.2% active. AID 504652; in the data active = activity change below about -30%; also: % is scaled to controls: 0 for no effect and ±100 for the full control effect
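Compound effects on dopamine-evoked calcium signalling were measured in tetracycline-induced HEK293 Trex D1 cells. Dopamine at EC80 followed a 180 s compound pre-read, and fluorescence was tracked kinetically for 180 s more.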
* = called active by the depositor; ? = inconclusive; . = not tested or not shown. Unless noted, calls follow the shape of the dose curve; as a rule, active = well fitted curve in the direction sought with a large enough effect; inconclusive = small, poorly fitted or top-dose-only effect, or another doubt; inactive = no such curve, though single readings can be large; an effect the other way counts as inactive or inconclusive. These rows are one share of the data; rates above refer to the full screens.

item	SMILES	RXFP1 ag	D1 agonist	D1 PAM	Vif-APOBEC3F blk	D2 PAM
1	CCOc1ccccc1NC(=O)CSc1nnc(-c2cnccn2)n1C	3.2%	2	-2	-1%	1
2	CCOC(=O)C1CCCN(C(=O)c2cc3c(=O)n(C)c4ccccc4c3n2C)C1 (configuration not stated)	2.4%	0	.	1%	25
3	CC1=C(Sc2nc3ccccc3[nH]2)C(=O)NC(C)(C)C1	1.4%	0	-6	-2%	-4
4	CCCCn1c(N)c(N(Cc2ccccc2OC)C(=O)c2ccc(N3CCCC3=O)cc2)c(=O)[nH]c1=O	0.1%	5	5	2%	5
5	O=S1(=O)C=C(Sc2nnc(-c3ccccc3)o2)c2ccccc21	-0.3%	7	-3	-1%	13
6	CCOC(=O)c1cnc2c(C)cc(C)cc2c1NCCCN1CCOCC1	1.7%	4	-1	0%	12
7	CC1CCN(C(=O)CC#N)CC1	-3.1%	3	4	-4%	-3
8	OCC[C@@H]1C[C@H](O)[C@@H](O)[C@@]2(Cc3ccccc3CCO2)O1	1.1%	1	-1	0%	4
9	COc1ccc(NC(=O)C2CCCN2S(=O)(=O)c2ccc3c(c2)CCC(=O)N3)c(OC)c1 (configuration not stated)	2.8%	2	-6	0%	-3
10	CC(C)(C)N(NC(=O)OCc1ccccc1)C(=O)c1ccccc1	1.4%	2	-2	1%	8

item	Vif-APOBEC3G blk	Glioma ERSR ind	RXFP1 antag	D1 antagonist
1	-1%	2%	-7	3
2	0%	-1%	-17	3
3	0%	0%	1	6
4	0%	-4%	-2	6
5	?	-15%	-20	-15
6	6%	0%	2	-5
7	-5%	-4%	3	2
8	1%	-3%	.	10
9	-4%	-1%	5	-4
10	-1%	-3%	7	-7

Entries by screen from the entries so far:
Entries 5–8 in Glioma ERSR ind read -15%, 0%, -4%, -3%
Entries 5–8 in RXFP1 ag read -0.3%, 1.7%, -3.1%, 1.1%
Entries 5–8 in D1 agonist read 7, 4, 3, 1

More records:
item	SMILES	RXFP1 ag	D1 agonist	D1 PAM	Vif-APOBEC3F blk	D2 PAM
11	COc1ccc2[nH]cc(C(O)CN3CCN(c4ccccc4F)CC3)c2c1 (configuration not stated)	0.6%	18	-15	-29%	-13
12	CCc1nnc(SCC(=O)Nc2cc(Cl)c(OC)cc2OC)c2cc3oc(C)cc3n12	?	0	-1	0%	-18
13	COc1ccc(OC)c(N(CC(=O)N2CCN(c3cc(Cl)ccc3C)CC2)S(C)(=O)=O)c1	-0.1%	3	-2	-3%	18
14	Cc1ccc(S(=O)(=O)N2CCOCC2)cc1C(=O)NC1CCSc2ccccc21 (configuration not stated)	-1.4%	4	5	3%	11
15	COc1ccc(Cl)cc1NC(=O)C1CCN(C(=O)Nc2ccccc2)CC1	-0.1%	1	.	0%	-21
16	CC(C)(C)C(=O)COC(=O)c1ccc(N)c([N+](=O)[O-])c1	1.1%	4	1	1%	8
17	O=C(N/N=C/c1ccc(-c2ccccc2)o1)c1ccccc1O	-0.3%	9	-12	-13%	-9
18	Cc1c(C(=O)O)oc2c1-c1nn(Cc3ccc(Cl)cc3)cc1CC2	-2.3%	10	-4	.	-6
19	O=S(=O)(NCCc1ccc(F)cc1)c1cccc2cccnc12	0.1%	2	-7	?	7
20	COc1ccc(Nc2nc(N3CCCC3)nc3ccccc23)c(OC)c1	0.5%	1	-1	-9%	.

item	Vif-APOBEC3G blk	Glioma ERSR ind	RXFP1 antag	D1 antagonist
11	-1%	-3%	-8	-62*
12	-4%	-3%	2	9
13	2%	-2%	15	6
14	0%	-3%	-6	1
15	-5%	0%	3	3
16	2%	-1%	-2	-2
17	-4%	7%	-85*	-32*
18	.	.	-6	9
19	-7%	1%	-4	-45*
20	1%	-7%	-11	1

Other structures follow:
item	SMILES	RXFP1 ag	D1 agonist	D1 PAM	Vif-APOBEC3F blk	D2 PAM
21	COc1cc(C2C(C(=O)c3cccs3)=C(O)C(=O)N2c2cc(C)on2)ccc1O (configuration not stated)	0.9%	0	4	-6%	0
22	COc1ccc(C(=O)CC(=O)C(=O)Nc2ccc(C)c(C)c2)cc1	0.0%	-1	-1	-1%	4
23	C=CCSC1=C(C#N)C(c2ccccc2OC)CC(=O)N1 (configuration not stated)	0.4%	1	-5	-4%	7
24	CCCCn1c(SCC(=O)Nc2oc(C)c3c(C)n[nH]c(=O)c23)nc2cc(S(N)(=O)=O)ccc21	12%	3	-9	5%	18
25	O=C(CCN1C(=O)C2C3CCC(C3)C2C1=O)Nc1ccccc1Cl (configuration not stated)	-3.7%	0	-3	0%	6
26	Cc1ccc(-c2nnc(SCC(=O)N/N=C/c3ccccc3C(=O)O)n2-c2ccccc2)cc1	7.1%	0	-6	.	2
27	COc1ccc(C(=O)C2CCCN(C(=O)Cn3ccc(C)n3)C2)cc1OC (configuration not stated)	-0.4%	4	-5	-1%	12
28	COc1ccc(C(=O)NC2CC(C)(C)NC(C)(C)C2)cc1OC	-0.3%	0	-7	11%	9
29	COc1ccc(-c2nncnn2)cc1	-0.9%	1	-6	6%	-5
30	CCOC(=O)c1c2ccccc2[n+]([O-])n1[C@@H](C)C(N)=O	0.1%	-1	2	5%	-15

item	Vif-APOBEC3G blk	Glioma ERSR ind	RXFP1 antag	D1 antagonist
21	1%	0%	8	-11
22	1%	6%	10	-10
23	0%	5%	5	4
24	-1%	0%	-15	-2
25	-1%	-4%	-9	25
26	.	.	.	-2
27	-8%	4%	-11	-3
28	3%	-5%	-3	-30*
29	2%	10%	14	10
30	6%	3%	.	-3

Later entries
item	SMILES	RXFP1 ag	D1 agonist	D1 PAM	Vif-APOBEC3F blk	D2 PAM
31	CCOc1ccc(OCCC(=O)Nc2ccc3c(c2)OCO3)cc1	-0.3%	4	.	3%	-13
32	CC1CCN(S(=O)(=O)c2ccc3c(c2)c(=O)c(C(=O)N2CCCCC2)cn3C)CC1	-1.1%	-1	-2	-3%	7
33	CCOC(=O)c1[nH]c2ccc(C)cc2c1N	-3.5%	0	0	-4%	.
34	O=c1cnc2ccccc2n1Cc1ccccc1C(F)(F)F	-1.5%	-1	-1	13%	-8
35	CC(C)(C)NC(=O)CSc1nc2ccc(Nc3nc(N4CCOCC4)nc(N4CCOCC4)n3)cc2s1	0.6%	-1	12	1%	14
36	C/C(=N\NC(=O)C1COc2ccccc2O1)c1ccc(N2CCOCC2)cc1 (configuration not stated)	-0.2%	3	5	8%	11
37	Cc1nn(-c2ccccc2)c(Cl)c1/C=N/NC(=O)c1ccc(NS(=O)(=O)c2cccs2)cc1	-0.5%	4	6	.	27
38	CN(C(=O)COC(=O)Cc1ccc(Cl)cc1)C1CCCCC1	.	.	.	3%	.
39	O=[N+]([O-])c1ccc2c(c1)nnn2-c1ccccc1	-1.2%	3	2	-1%	-11
40	Cc1ccccc1NS(=O)(=O)c1ccc(C(=O)N2CCN(c3ccccn3)CC2)cc1	0.7%	3	-3	23%	1

item	Vif-APOBEC3G blk	Glioma ERSR ind	RXFP1 antag	D1 antagonist
31	5%	-4%	-7	0
32	2%	-8%	0	1
33	2%	3%	-4	-1
34	0%	-6%	-2	14
35	1%	-2%	-2	10
36	2%	3%	-15	3
37	.	.	.	0
38	0%	-3%	-24	.
39	0%	4%	-14	0
40	1%	-2%	-15	-4

(continued)
item	SMILES	RXFP1 ag	D1 agonist	D1 PAM	Vif-APOBEC3F blk	D2 PAM
41	Cc1ccc(NC(=O)CN(C)C(=O)COc2ccc(C(=O)c3ccc(F)cc3)cc2)cc1	0.4%	2	-6	-4%	8
42	Cc1cc(C)cc(OCC(=O)OCC(=O)Nc2ccc(Cl)cn2)c1	1.0%	15	-1	-10%	.
43	COc1ccc(Br)c(C(=O)OCC(=O)NC2CCCCCCC2)c1	.	.	.	1%	.
44	COc1cc(/C=N/NC(=O)Cn2cnc3ccccc3c2=O)ccc1O	14%	0	-2	-13%	2
45	CN1CCC(Oc2ccccc2Sc2ccc(C(F)(F)F)cc2)CC1	-0.7%	52*	-6	-1%	-16
46	CCOc1ccc(-c2nnc3ccc(SCC(=O)N4CCCCC4)nn23)cc1	3.5%	0	-10	0%	2
47	COC(=O)c1cc(OC)c(OC)cc1NC(=O)c1ccc(OC)c(OC)c1	7.9%	0	2	-4%	4
48	COc1cc(C[C@@H]2C(=O)OC[C@H]2Cc2ccc(OC)c(OC)c2)ccc1O	0.3%	6	-3	-3%	-3
49	CCOC(=O)C1=NN(C(=O)c2ccco2)C2(CC2)C1	-1.6%	0	-1	-11%	5
50	O=C(COc1ccc2ccc(=O)oc2c1)Nc1ccc(CCO)cc1	8.3%	2	-3	0%	9

item	Vif-APOBEC3G blk	Glioma ERSR ind	RXFP1 antag	D1 antagonist
41	2%	-2%	-2	-13
42	1%	-3%	3	-7
43	0%	-5%	6	.
44	1%	-4%	-9	4
45	0%	-2%	.	-58*
46	-3%	-3%	.	5
47	2%	-1%	3	7
48	-1%	-2%	.	-8
49	-2%	-2%	-8	8
50	5%	5%	-4	-49*

(cont.)
item	SMILES	RXFP1 ag	D1 agonist	D1 PAM	Vif-APOBEC3F blk	D2 PAM
51	O=C(CCN1CCCCC1)NNC(=S)NC(=O)c1ccc(Br)cc1	0.1%	3	-1	-3%	-4
52	CCC(=O)N/N=C(\C)CC(=O)Nc1cccc([N+](=O)[O-])c1	0.4%	2	3	1%	-7
53	CCOC(=O)c1sc(N)c(C#N)c1COC(=O)C1=COCCO1	-0.5%	4	-1	-13%	12
54	COc1ccc(S(=O)(=O)N2CCOCC2)cc1NS(=O)(=O)c1ccc(F)c(F)c1	.	.	.	8%	.

item	Vif-APOBEC3G blk	Glioma ERSR ind	RXFP1 antag	D1 antagonist
51	-5%	5%	-19	-36*
52	-2%	-3%	-8	3
53	-7%	-2%	4	-3
54	-2%	1%	9	.

In the list so far, these contain a COOH group.
item	SMILES	RXFP1 ag	D1 agonist	D1 PAM	Vif-APOBEC3F blk	D2 PAM
18	Cc1c(C(=O)O)oc2c1-c1nn(Cc3ccc(Cl)cc3)cc1CC2	-2.3%	10	-4	.	-6
26	Cc1ccc(-c2nnc(SCC(=O)N/N=C/c3ccccc3C(=O)O)n2-c2ccccc2)cc1	7.1%	0	-6	.	2

item	Vif-APOBEC3G blk	Glioma ERSR ind	RXFP1 antag	D1 antagonist
18	.	.	-6	9
26	.	.	.	-2
